# Screening data: PubChem, Broad Institute
# ERAP1 inh: ERAP1 (human) enzyme inhibition. AID 652197. 0.15% of 340,000 active. recombinant ERAP1, Leu-AMC fluorescence, 60 min. inhibition, % at 10.7 µM;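 active = mean replicate inhibition of at least 30%, or all replicates individually reaching that 30% level; inactive = mean below 30% and not every replicate reaching it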;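 note: 0% = neutral control wells and 100% = L-leucinethiol positive control wells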
# Statin myotox sup: protects C2C12 myotubes from simvastatin toxicity; ATP luminescence, 48 h; scaled: DMSO 0, geranylgeraniol control 100; rescue of ATP level, % at 7.49 µM; 0.78% of 330,000 active;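 active = mean ATP rescue above about 67%, or every replicate alone reaching that limit, limit read from the data, passing the limit was not always enough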;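 note: myotubes were challenged with 10 µM simvastatin during compound exposure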
# S100A4 inh HTS: inhibitors of human S100A4 binding to myosin IIA peptide | P26447 | inhibition, % at 10.7 µM | AID 652163 | 0.14% of 360,000 active | S100A4/TAMRA-MyoIIA peptide fluorescence polarization;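 active = mean inhibition of at least 70% across replicates, with every replicate also reaching that level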
# Target sequence (P26447 whole entry, looked up): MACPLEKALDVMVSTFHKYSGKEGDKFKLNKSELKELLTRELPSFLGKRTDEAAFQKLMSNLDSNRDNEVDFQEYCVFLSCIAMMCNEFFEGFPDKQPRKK
#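 Test system: S100A4 monomer protein; Medium: HEPES pH 7.2 with CaCl2, KCl, NaCl, DTT, Triton; Probe or stimulus: TAMRA-labelled myosin IIA heavy-chain peptide probe, 5 nM; Doses: one dose per compound; Times: polarization read 5 min after assay mix addition, stable 5–60 min; Benchmarks: neutral control DMSO, positive control TFP.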
# LGR2 inh: inhibitors of bursicon-induced Drosophila LGR2 receptor cAMP signaling. HEK293 LGR2, CRE-luciferase, bursicon-stimulated, 4 h. inhibition, % at 9.99 µM. 0.35% of 380,000 active;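 active = drop in luminescence signal, shown as inhibition above about 50% in the replicate tests, limit read from the data, passing the limit was not always enough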;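 note: agonist challenge used bursicon conditioned medium at about half maximal strength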
# XiGFP reactiv: activators of X-chromosome reactivation in mouse fibroblasts. XiGFP mouse fibroblasts, % GFP-positive cells imaging, 3 d; cells co-treated with 5-aza-dC sensitizer; scaled so ellipticine positive control = 100%. activation, % at 7.58 µM. 0.055% of 360,000 active;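 active = mean normalized replicate activation at least 10% and every replicate at or above 10%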;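 note: 0% = median of on-plate neutral control wells and 100% = ellipticine 6 µM median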
#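 material = 68-5-11 XiGFP fibroblast line | medium = DMEM plus 5-aza-dC sensitizer | schedule = 3 days compound exposure | benchmarks = positive control ellipticine, 6 µM final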
# Cneo AK release: causes C. neoformans cell lysis; adenylate kinase release luminescence, 4 h; normalised: neutral wells 0, clomiphene wells 100; AID 651654; 0.2% of 360,000 active; lysis activity, % at 15 µM;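 active = mean lysis activity across replicates of at least 80%, whatever share of replicates individually reach that level; inactive = mean lysis activity below 80%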
#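 Signal: Adenylate kinase release luminescence | Assay system: Log-phase Cryptococcus neoformans yeast cells | Input: Cells at 5 × 10^6 per mL | Buffer or medium: Fresh YPD growth medium | Compound: Single dose | Schedule: Static 4 h at 37 °C with compound, 1 h detection | Controls: Clomiphene | Read-out: Luminescence rise reflecting yeast cell lysis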
# PGC1a acetyl inh: PGC1a acetylation modulation, inhibitor mode | 0.17% of 350,000 active | AID 651687 | inhibition, % at 15.6 µM | U2OS PGC1a acetylation, AlphaScreen anti-acetyl-lysine; with virally co-expressed GCN5 acetyltransferase;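 active = every replicate shows inhibition of at least 40%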;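 note: 0% = neutral control wells and 100% = positive control wells; some results beyond the cut were filed as inactive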
# SIRT5 inh: inhibitors of human sirtuin-5 desuccinylase; inhibition, % at 15 µM; Q9NXA8; Purified SirT5, succinyl-peptide AMC, trypsin-coupled fluorescence; 1.1% of 330,000 active; in the data active = inhibition above about 15%
# Target sequence (Q9NXA8 whole entry, looked up): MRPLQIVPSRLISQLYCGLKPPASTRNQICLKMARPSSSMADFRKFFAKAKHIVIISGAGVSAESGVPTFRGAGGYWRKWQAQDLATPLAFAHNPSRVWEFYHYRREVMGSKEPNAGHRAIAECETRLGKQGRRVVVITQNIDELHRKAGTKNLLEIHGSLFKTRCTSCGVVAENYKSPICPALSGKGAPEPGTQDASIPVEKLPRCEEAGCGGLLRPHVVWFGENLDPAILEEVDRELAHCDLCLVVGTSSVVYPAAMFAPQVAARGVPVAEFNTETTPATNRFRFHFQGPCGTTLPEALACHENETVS
# * marks the source's active call; other numbers are inactive results; . = not tested or not shown. Some of the compounds tested; rates above refer to the full screens.
# Letters: A = ERAP1 inh; B = Statin myotox sup; C = S100A4 inh HTS; D = LGR2 inh; E = XiGFP reactiv; F = Cneo AK release; G = PGC1a acetyl inh; H = SIRT5 inh
CCOc1ccc(Oc2ccccc2NC(=O)CCNC(C)=O)cc1
  A: 3; B: -2; C: -3; D: 21; E: 0.4; F: 0; G: 5; H: -1
COc1ccc(C=C(C#N)C#N)c(CSc2ccccn2)c1
  A: -1; B: 8; C: -1; D: -9; E: 0.0; F: 1; G: .; H: 3
CC1CCCCN1CC(O)COCc1ccccc1 (centres undefined)
  A: -2; B: -3; C: -7; D: 6; E: 0.2; F: -1; G: 2; H: -1
CCCNC(=O)N1C[C@H](C)[C@@H](OC)CN(C)C(=O)c2ccc(NC(C)=O)cc2OC[C@H]1C
  A: 2; B: -8; C: 5; D: -5; E: 0.0; F: -3; G: 7; H: -8
CN(C)C(=O)c1cn(-c2ccccc2)nc1-c1cccc([N+](=O)[O-])c1
  A: -1; B: 1; C: -2; D: -12; E: 0.0; F: 0; G: -3; H: -9
COc1ccc(/C=C2\CN(Cc3ccccc3)C/C(=C\c3ccc(OC)cc3)C2=O)cc1
  A: 1; B: .; C: -3; D: 18; E: 0.1; F: .; G: .; H: -7
CC(=O)c1ccccc1NC(=O)COC(=O)CCC1CCCC1
  A: -5; B: -7; C: -14; D: 15; E: 0.1; F: -2; G: 0; H: 2
c1ccc(-c2ccc(OCCCNC3CCCC3)cc2)cc1
  A: 1; B: .; C: 4; D: .; E: 0.0; F: -9; G: -16; H: -4
COCCCN1C(=O)C(CC(=O)NCc2cccs2)CC(C(=O)N2CCOCC2)=C1C (centres undefined)
  A: 8; B: -2; C: -1; D: -14; E: 0.2; F: 2; G: 9; H: -3
COc1ccc(N(CC(=O)N2CCN(c3ccccc3)CC2)S(=O)(=O)c2ccccc2)cc1
  A: -4; B: 3; C: -3; D: -10; E: 0.0; F: 0; G: 6; H: .
O=C(CN1CCC(C(=O)c2ccc3c(c2)OCCO3)CC1)Nc1ccccc1C(F)(F)F
  A: 1; B: 6; C: 6; D: 10; E: -0.1; F: 0; G: -9; H: 0
CNS(=O)(=O)c1cccc(C(=O)NNC(=O)CN(C)S(=O)(=O)c2ccc(Cl)cc2)c1
  A: -7; B: 18; C: -7; D: 9; E: 0.5; F: -5; G: .; H: -2
C/C=C/c1ccc([C@H]2[C@@H](CN(C)C(=O)C3CC3)N(C(=O)CC)[C@H]2CO)cc1
  A: .; B: 2; C: .; D: -12; E: 0.0; F: -1; G: -4; H: .
COc1cccc(CN(CC2CCCO2)S(=O)(=O)c2ccc(-n3cnnn3)c(OC)c2)c1 (centres undefined)
  A: -1; B: .; C: -6; D: -5; E: 0.0; F: .; G: .; H: -1
C[C@H]1CN([C@@H](C)CO)C(=O)Cc2cc(NC(=O)NC3CCCCC3)ccc2O[C@@H]1CN(C)Cc1ccc(Oc2ccccc2)cc1
  A: 2; B: -59; C: 4; D: 23; E: 0.8; F: 1; G: 9; H: 5
CO[C@H]1CN(C)C(=O)c2cc(NC(=O)Nc3ccc(C(F)(F)F)cc3)ccc2OC[C@H](C)NC[C@@H]1C
  A: .; B: -69; C: 5; D: 4; E: 0.0; F: 2; G: -11; H: 3
C[C@H]1CN([C@@H](C)CO)C(=O)c2cc(-c3ccccc3F)cnc2O[C@@H]1CN(C)C(=O)CN(C)C
  A: -1; B: 7; C: -6; D: -7; E: 0.1; F: 4; G: 0; H: 5
CN(C)S(=O)(=O)c1cccc(COC(=O)CCNC(=O)c2ccc([N+](=O)[O-])cc2)c1
  A: -2; B: -2; C: 1; D: 5; E: 0.0; F: 0; G: -6; H: -2
O=C(NCCNC(=O)c1ccccc1F)c1ccccn1
  A: -3; B: 4; C: -11; D: -1; E: 0.0; F: 0; G: 10; H: 16*
CCCCCCn1c(CN2CCCCC2CC)nc2c1c(=O)n(C)c(=O)n2C (centres undefined)
  A: -9; B: 14; C: -4; D: .; E: 0.0; F: 3; G: -2; H: -3
Cc1ccc(OCC(=O)Nc2cccc(S(=O)(=O)N3CCCCCC3)c2)cc1C
  A: -3; B: -2; C: -9; D: 17; E: 0.1; F: 0; G: -4; H: 0
S=C(Nc1cccnc1)Nc1ccccc1Br
  A: -2; B: .; C: 1; D: -3; E: 0.1; F: -1; G: -7; H: 0
Cn1ccnc1C(O)c1ccco1 (centres undefined)
  A: 0; B: 39; C: 0; D: -3; E: .; F: -1; G: 2; H: 4
Cc1nn(-c2ccccc2)c(C)c1/C=C/C(=O)OCC(=O)Nc1ccc(S(N)(=O)=O)cc1
  A: -5; B: 11; C: -1; D: 10; E: -0.1; F: .; G: -7; H: -3
COc1ccc(NC(=O)N(C)C[C@H]2Oc3ccc(N(C)C)cc3C(=O)N([C@H](C)CO)C[C@@H]2C)cc1
  A: 4; B: 0; C: 1; D: .; E: 0.7; F: 10; G: 1; H: 2

# Other entries follow:
# Letters: A = ERAP1 inh; B = Statin myotox sup; C = S100A4 inh HTS; D = LGR2 inh; E = XiGFP reactiv; F = Cneo AK release; G = PGC1a acetyl inh; H = SIRT5 inh
CN1CCN(C(=O)C2CC(=O)N(c3ccc(Cl)cc3)C2)CC1 (centres undefined)
  A: -2; B: 4; C: 2; D: -11; E: -0.1; F: 4; G: -5; H: -2
C[C@H]1CN([C@@H](C)CO)C(=O)c2cc(NS(=O)(=O)c3ccc(Cl)cc3)ccc2O[C@H]1CN(C)C(=O)Nc1ccc2c(c1)OCO2
  A: -3; B: 30; C: 13; D: 7; E: 0.8; F: 5; G: 11; H: 0
COc1cccc(-n2c(=S)sc3c(=O)n(-c4ccccc4C)c(SCC(=O)O)nc32)c1
  A: -1; B: 0; C: -1; D: -13; E: 0.0; F: -3; G: 8; H: 3
COc1cccc(CNc2nc3cc(-c4ccc(OC)c(OC)c4)sc3c(=O)n2C)c1
  A: -3; B: -9; C: 2; D: 3; E: 0.0; F: 0; G: 1; H: -6
COc1ccccc1Cc1c(C2CCCCC2)nc2c(C)cc(Br)cn12
  A: .; B: .; C: -4; D: 9; E: 0.3; F: .; G: .; H: -2
COc1ccc(CCNC(=O)COC(=O)COc2ccc(Cl)cc2)cc1OC
  A: 13; B: .; C: -5; D: 1; E: 0.2; F: .; G: .; H: 0
Cc1ccc(OCCNC(=O)c2cc(C(=O)NCCOc3ccc(C)cc3)cc([N+](=O)[O-])c2)cc1
  A: 5; B: .; C: -5; D: 4; E: 0.1; F: -3; G: -2; H: .
CN1CCN(C(=O)C[C@@H]2CC[C@H]3[C@@H](COC[C@H](O)CN3S(=O)(=O)c3cccc(Cl)c3)O2)CC1
  A: 0; B: -11; C: 6; D: 13; E: 0.1; F: 0; G: -6; H: 1
CC(=O)N1C[C@@H]2[C@H](c3ccccc31)[C@H](CO)N2C(=O)Nc1ccc(F)cc1
  A: -1; B: 7; C: -4; D: -13; E: 0.3; F: 53; G: 1; H: -1
Cc1nnc2ccc(-c3ccc(NS(=O)(=O)c4ccccc4)cc3)nn12
  A: 0; B: -11; C: -4; D: -12; E: -0.1; F: -1; G: 4; H: -1
CC(=O)N(C)C[C@@H]1Oc2cc(C#Cc3ccncc3)ccc2S(=O)(=O)N([C@@H](C)CO)C[C@@H]1C
  A: -4; B: 12; C: -4; D: 5; E: 0.2; F: -1; G: 1; H: 7
O=C(Nc1ccc(Br)cc1)c1ccc(N2C(=O)C3CCCCC3C2=O)cc1 (centres undefined)
  A: 2; B: -7; C: -3; D: -10; E: 0.1; F: 1; G: -4; H: -1
Cc1cccc(NS(=O)(=O)c2csc(C(N)=O)c2)c1
  A: 0; B: 13; C: -4; D: -15; E: 0.1; F: -1; G: 6; H: -1
O=C1CNC[C@H]2[C@H](c3ccc(-c4ccccc4F)cc3)[C@H](CO)N12
  A: 2; B: .; C: -8; D: 20; E: 0.0; F: .; G: 12; H: 0
C[C@H]1CN([C@@H](C)CO)C(=O)c2cc(NC(=O)c3ccncc3)ccc2O[C@H]1CN(C)C(=O)Nc1ccc(F)cc1
  A: -2; B: 20; C: 8; D: 6; E: -0.1; F: -1; G: -5; H: 6
Cc1cc(Nc2cccc(F)c2)n2c(n1)nc1ccccc12
  A: -5; B: -7; C: 0; D: 3; E: .; F: 0; G: -14; H: -2
O=C(CNC(=S)N(Cc1ccccc1)Cc1cccnc1)NC1CCCCC1
  A: 4; B: .; C: -1; D: 7; E: 0.0; F: .; G: .; H: .
COc1ccc2c(COC(=O)CC3Sc4ccccc4NC3=O)cc(=O)oc2c1 (centres undefined)
  A: -1; B: .; C: -9; D: -17; E: 0.2; F: .; G: .; H: -6
CCCCCOc1ccc(C(=O)CCC(=O)N2CCCC2)cc1
  A: -3; B: 2; C: -1; D: -4; E: 0.6; F: -3; G: 5; H: -4
CCOc1ccc(NC(=S)N(CCc2c(C)[nH]c3ccc(C)cc23)Cc2ccncc2)cc1
  A: 0; B: 18; C: -7; D: 2; E: 0.1; F: 2; G: -15; H: -13
O=C(O)c1ccc(-c2nnc(-c3ccccc3)o2)cc1
  A: 2; B: -80; C: -9; D: -56; E: -0.1; F: -1; G: 11; H: -2
C[C@@H]1CN([C@H](C)CO)C(=O)Cc2cc(NS(=O)(=O)c3cccs3)ccc2O[C@H]1CN(C)C(=O)Nc1ccccc1
  A: 2; B: 2; C: -6; D: -2; E: 0.3; F: 0; G: -4; H: -1
COc1ccc(C(CNc2ncnc3sccc23)N(C)C)cc1OC (centres undefined)
  A: -3; B: 8; C: -24; D: 5; E: 0.3; F: 1; G: .; H: .
CO[C@H]1CN(C)C(=O)c2cc(NC(=O)C3CC3)ccc2OC[C@@H](C)N(Cc2cccnc2)C[C@H]1C
  A: -2; B: -2; C: 11; D: 5; E: 0.0; F: 45; G: .; H: 2

# 7 entries drawn at random from the list so far, as already listed:
# Letters: A = ERAP1 inh; B = Statin myotox sup; C = S100A4 inh HTS; D = LGR2 inh; E = XiGFP reactiv; F = Cneo AK release; G = PGC1a acetyl inh; H = SIRT5 inh
O=C(Nc1ccc(Br)cc1)c1ccc(N2C(=O)C3CCCCC3C2=O)cc1 (centres undefined)
  A: 2; B: -7; C: -3; D: -10; E: 0.1; F: 1; G: -4; H: -1
Cc1ccc(OCC(=O)Nc2cccc(S(=O)(=O)N3CCCCCC3)c2)cc1C
  A: -3; B: -2; C: -9; D: 17; E: 0.1; F: 0; G: -4; H: 0
CNS(=O)(=O)c1cccc(C(=O)NNC(=O)CN(C)S(=O)(=O)c2ccc(Cl)cc2)c1
  A: -7; B: 18; C: -7; D: 9; E: 0.5; F: -5; G: .; H: -2
c1ccc(-c2ccc(OCCCNC3CCCC3)cc2)cc1
  A: 1; B: .; C: 4; D: .; E: 0.0; F: -9; G: -16; H: -4
COCCCN1C(=O)C(CC(=O)NCc2cccs2)CC(C(=O)N2CCOCC2)=C1C (centres undefined)
  A: 8; B: -2; C: -1; D: -14; E: 0.2; F: 2; G: 9; H: -3
COc1ccc(C=C(C#N)C#N)c(CSc2ccccn2)c1
  A: -1; B: 8; C: -1; D: -9; E: 0.0; F: 1; G: .; H: 3
CCCNC(=O)N1C[C@H](C)[C@@H](OC)CN(C)C(=O)c2ccc(NC(C)=O)cc2OC[C@H]1C
  A: 2; B: -8; C: 5; D: -5; E: 0.0; F: -3; G: 7; H: -8
